Bioassay records: PubChem, several laboratories
Mac1 fbg enh: CD11b/CD18-fibrinogen binding enhancement; P05107+P11215; K562 CD11b/CD18 adhesion to fibrinogen, ATPlite luminescence; activation, % at 10 µM; 0.07% of 93,000 active;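 active = 10 µM primary screen giving 50% or more activity, confirmed by 40% or more on retest at that dose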; also: strong numbers were not always called active; reference of the scale not given here
ERa SRC1 inh: blocks coactivator binding to human estrogen receptor alpha. inhibition, % at 25.6 µM. TR-FRET ER-alpha LBD / SRC-1 peptide, estradiol-bound. 1.7% of 86,000 active. AID 629; in the data active = inhibition above about 50%;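 also: 0% = receptor plus peptide control and 100% = peptide only without receptor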
ERa SRC1 pot: enhances coactivator binding to human estrogen receptor alpha. P03372. TR-FRET ERalpha-LBD/SRC-Cy5 coactivator binding, 2 h; 100 = basal binding, no effect. coactivator binding (% of control), % at 25.6 µM. 1.3% of 86,000 active. AID 639; in the data active = activity above about 200%;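 also: binding measured in presence of low estradiol as agonist stimulus; 0% = peptide alone without receptor and 100% = receptor with peptide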
PLAP act: human PLAP activation | 1.2% of 96,000 active | AID 696 | P05187 | activation fold at 20 µM | purified PLAP enzyme, luminescent substrate read-out; active compounds read high; in the data active = activation fold above about 2
Target sequence (P05187 whole entry, looked up): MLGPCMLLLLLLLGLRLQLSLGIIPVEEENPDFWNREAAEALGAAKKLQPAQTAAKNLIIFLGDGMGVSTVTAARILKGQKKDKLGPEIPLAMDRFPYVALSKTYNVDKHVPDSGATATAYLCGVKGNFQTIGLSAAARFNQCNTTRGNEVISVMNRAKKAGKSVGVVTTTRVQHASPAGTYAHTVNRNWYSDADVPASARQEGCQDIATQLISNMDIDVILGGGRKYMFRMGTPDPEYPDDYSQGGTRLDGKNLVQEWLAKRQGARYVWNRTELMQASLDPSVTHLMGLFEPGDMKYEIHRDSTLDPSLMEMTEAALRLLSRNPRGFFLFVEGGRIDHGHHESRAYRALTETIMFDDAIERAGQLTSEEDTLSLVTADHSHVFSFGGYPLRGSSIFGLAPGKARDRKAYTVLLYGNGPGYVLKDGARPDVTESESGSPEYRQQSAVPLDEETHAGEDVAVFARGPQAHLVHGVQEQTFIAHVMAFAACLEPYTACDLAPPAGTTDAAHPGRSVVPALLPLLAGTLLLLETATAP
Ecoli WT expand: growth inhibitors of E. coli BW25113 wild type; AID 710; 0.15% of 98,000 active; growth inhibition, % at 100 µM; OD600 absorbance;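 active = growth inhibition above about 50% at one test dose, limit read from the data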;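 also: growth measured after 20 h incubation at 37 °C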
FAK inh: FAK (human) kinase inhibition; inhibition, %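 (tested at 7 µM)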; Q05397; biochemical FAK kinase activity assay; 0.84% of 97,000 active; in the data active = inhibition above about 19%;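 also: 0% = DMSO and 100% = reference compound high control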
CD11b adhes inh: inhibitors of human CD11b/CD18 binding to fibrinogen. K562 CD11b/CD18 adhesion to fibrinogen, ATPlite luminescence; Mn2+ added to activate the integrin. inhibition, % at 10 µM. 0.54% of 93,000 active. AID 1497;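 active = primary inhibition of 50% or more at 10 µM, then 40% or more on retest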; also: some results filed as inactive read as strong as hits
MT1-MMP txn act: activates MT1-MMP transcription. HT1080 MT1-MMP promoter luciferase reporter, luminescence, overnight; active compounds read high. activation factor at 10 µM. 0.16% of 86,000 active;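 active = activation factor of at least 2 for MT1-MMP transcription at 10 µM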
ERb coact inh: blocks coactivator binding to human estrogen receptor beta; inhibition, % at 25.6 µM; Q92731; AID 633; TR-FRET ER-beta LBD / SRC1-Cy5 peptide binding; receptor agonist-loaded with 1 µM estradiol; 1.3% of 86,000 active;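 active = compounds whose percent inhibition of the receptor-coactivator binding signal exceeds about 50% in the single-dose screen, limit read from the data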;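 also: 0% = receptor plus peptide wells without compound and 100% = peptide-only wells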
Target sequence (Q92731 whole entry, looked up, the tested form may be a part): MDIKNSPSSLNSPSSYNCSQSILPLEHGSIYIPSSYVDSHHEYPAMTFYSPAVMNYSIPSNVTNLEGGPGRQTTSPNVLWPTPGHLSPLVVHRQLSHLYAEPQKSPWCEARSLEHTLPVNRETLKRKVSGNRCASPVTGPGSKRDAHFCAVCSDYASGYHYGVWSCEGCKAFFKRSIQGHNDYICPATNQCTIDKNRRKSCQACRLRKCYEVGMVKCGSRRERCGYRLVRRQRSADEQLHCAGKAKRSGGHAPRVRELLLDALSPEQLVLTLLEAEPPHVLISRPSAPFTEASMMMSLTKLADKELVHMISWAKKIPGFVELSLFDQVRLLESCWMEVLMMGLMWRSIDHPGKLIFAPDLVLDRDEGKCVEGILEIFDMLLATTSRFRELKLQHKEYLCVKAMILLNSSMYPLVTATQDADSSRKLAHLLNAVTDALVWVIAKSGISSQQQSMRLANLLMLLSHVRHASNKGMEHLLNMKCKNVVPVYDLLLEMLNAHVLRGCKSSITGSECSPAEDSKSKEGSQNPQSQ
* = called active by the depositor; · = not tested or not shown; + = active, no number; [ ] = remark or other dose.

SMILES	Mac1 fbg enh	ERa SRC1 inh	ERa SRC1 pot	PLAP act	Ecoli WT expand	FAK inh	CD11b adhes inh	MT1-MMP txn act	ERb coact inh
Cc1ccc2c(c1)-c1c(ssc1=S)C(C)(C)N2C(=O)c1ccco1	·	-6.6	97.0	·	·	1.9	·	1.3	-1.0[fluorescence artefact?]
CCc1ccc2c(c1)cc(CN(C(=S)Nc1ccc(Cl)cc1)C1CC1)c1nnnn12	4.2	·	·	1.1	-7.0	-0.6	-6.1	·	·
Cc1ccc(-c2c(C#N)c(N)nc3c2CCCCCC3)o1	-0.1	1.8	97.7	0.8	-1.0	·	4.4	1.1	-3.7
O=C(CCSc1nc2cc(Cl)ccc2o1)N1CCOCC1	-0.6	15.4	92.2	0.9	6.0	1.9	-2.0	1.1	14.1[fluorescence artefact?]
COc1ccc2nc3oc(C(=O)N4CCN(c5cccc(C(F)(F)F)c5)CC4)cc3cc2c1	-2.3	66.2*	118.0	1	-7.0	2.3	-4.2	1.2	37.2[fluorescence artefact?]
O=C(CCCN1C(=O)C2CCCCN2C1=O)N1CCN(c2ccc([N+](=O)[O-])cc2)CC1 (stereo unspecified)	2.5	·	·	0.8	2.0	-5.5	3.1	·	·
O=c1n(Cc2ccc(Cl)cc2)c2sc3c(c2c2ncnn12)CCCC3	-2.1	34.7	96.0[fluorescence artefact?]	0.9	-3.0	2.4	75.6	1.1	19.2[fluorescence artefact?]
CCC(c1nnnn1Cc1ccc(F)cc1)N1CCN(C2CCCCC2)CC1 (stereo unspecified)	-3.1	-4.0	99.2	1.5	-1.0	-1.1	-12.5	1	4.8
COC(=O)C1=C(C)NC(=O)/C1=C\c1cc(C)n(-c2cc(C)cc(C)c2)c1C	-1.0	1.9	45.6[fluorescence artefact?]	1.3	-12.0	-1.0	4.3	1.1	-10.9
CC1(C)CC(=O)C(C=NCCN2CCN(CCc3ccccc3)CC2)=C(O)C1	·	-18.4[fluorescence artefact?]	110.5	·	-1.0	0.4	·	1.1	-9.6
CCOC(=O)N1CCN(Cc2nc3c(c(=O)n(C)c(=O)n3C)n2Cc2ccccc2)CC1	2.6	1.9	99.1[fluorescence artefact?]	1.4	-4.0	5.1	-14.2	1.1	-3.7
COC(=O)[C@@H](N)CS	·	-5.4	110.4	·	·	·	·	1.1	0.7
O=C(Nc1ccccc1)N1CCCN(Cc2ccccc2F)C1	·	-0.1[fluorescence artefact?]	117.3	0.8	20.0	-0.4	·	1.1	-7.2
CC1(C)Cc2c(sc3c2c(=N)n(Cc2ccco2)c(=O)n3Cc2ccc(F)cc2)CO1	1.2	8.3[fluorescence artefact?]	93.2	1.5	-8.0	·	-5.2	0.9	7.1
CC(=O)N1CCC(N(CCN2CCOCC2)C(=O)Nc2ccc(Cl)c(Cl)c2)CC1	·	-0.7	112.8	·	·	8.5	·	1.2	15.6
CN1CCCN(C(c2ccccc2)c2ccc(Cl)cc2)CC1 (stereo unspecified)	·	1.7	97.1	·	·	·	·	1	-6.7
O=C(Nc1ccc(N2CCOCC2)cc1N1CCOCC1)c1cccs1	-0.9	-1.8	101.0	1.2	-6.0	-2.3	-29.1	·	-1.7
Cc1ccc(-n2nc(C)c3c2OC(N)=C(C#N)C3c2ccco2)cc1 (stereo unspecified)	·	-4.2[fluorescence artefact?]	111.8[fluorescence artefact?]	0.8	-1.0	-0.3	·	1.5	-6.3
CCOc1ccc(CCNC(=O)c2oc3c(c2C)-c2[nH]ncc2CC3)cc1OCC	-3.0	-7.1	114.7	1.2	2.0	·	-1.9	1.3	-6.2
O=C(Nc1ccc2c(c1)oc1ccccc12)c1ccc(Br)o1	-2.5	31.7	124.7	0.9	-17.0	14.4	19.8	1.7	18.0[fluorescence artefact?]
COc1ccc(/C(O)=C2\C(=O)C(=O)N(Cc3ccco3)C2c2cc(OC)ccc2OC)cc1 (stereo unspecified)	·	4.0[fluorescence artefact?]	104.6	·	2.0	-1.6	·	1.1	-5.5[fluorescence artefact?]
CCN(c1ccccc1)S(=O)(=O)c1ccc(NC(=O)C(C)(C)C)cc1	-3.1	2.0	112.7	0.9	1.0	-0.8	2.1	1	14.4
COC(=O)CSc1nnc([C@H](CC(C)C)NC(=O)OC(C)(C)C)o1	-5.3	-0.1	97.0	1.3	5.0	-1.9	-14.2	1	-8.4
COC(=O)/C(N=Nc1cccc(C(F)(F)F)c1)=C(\C)O	-1.3	·	·	1	1.0	1.6	-2.7	·	·
Cn1ccnc1SCC(=O)Nc1cccc(O)c1	-0.8	-2.3	105.1	0.8	2.0	-1.8	1.1	1.3	7.2
Nc1ccc2c(C(F)(F)F)cc(=O)oc2c1	-3.6	-4.8	112.7	1	12.0	-1.1	-24.4	1.1	-0.7
O=C(CCc1ccc(S(=O)(=O)N2CCCCC2)cc1)c1nnc(-c2ccccc2)o1	-5.3	-20.3[fluorescence artefact?]	129.3	1.3	-10.0	·	-10.9	1.3	2.0
CC(C)c1nc2sc3c(SCC(=O)NCc4ccco4)ncnc3c2c2c1CCC2	73.4	10.6[fluorescence artefact?]	+[fluorescence artefact?]	1.5	-5.0	·	-13.6	1	11.7[fluorescence artefact?]
Cc1ccc(CN(c2ccc(C(=O)NCc3ccccn3)cc2)S(C)(=O)=O)cc1	-1.9	-0.8	94.7	1.2	-1.0	-1.1	0.6	1.1	1.4
COc1ccc(OC)c(C2CC(=O)NC(SC)=C2C#N)c1 (stereo unspecified)	-0.6	15.2	82.7[fluorescence artefact?]	1	7.0	5.9	-7.7	1.1	24.9

Entries of single compounds as entered above:
CC(C)c1nc2sc3c(SCC(=O)NCc4ccco4)ncnc3c2c2c1CCC2 as listed: Mac1 fbg enh = 73.4; ERa SRC1 inh = 10.6[fluorescence artefact?]; ERa SRC1 pot = +[fluorescence artefact?]; PLAP act = 1.5; Ecoli WT expand = -5.0; FAK inh = ·; CD11b adhes inh = -13.6; MT1-MMP txn act = 1; ERb coact inh = 11.7[fluorescence artefact?]
Nc1ccc2c(C(F)(F)F)cc(=O)oc2c1 as listed: Mac1 fbg enh = -3.6; ERa SRC1 inh = -4.8; ERa SRC1 pot = 112.7; PLAP act = 1; Ecoli WT expand = 12.0; FAK inh = -1.1; CD11b adhes inh = -24.4; MT1-MMP txn act = 1.1; ERb coact inh = -0.7

(next part)
SMILES	Mac1 fbg enh	ERa SRC1 inh	ERa SRC1 pot	PLAP act	Ecoli WT expand	FAK inh	CD11b adhes inh	MT1-MMP txn act	ERb coact inh
Cc1cc(NC(=O)Cn2nc(-c3ccccc3F)ccc2=O)ccc1-n1cnnn1	2.8	-10.4	98.9	1.2	1.0	3.9	1.1	1.2	6.6
CCN1CCC(=NNC(=O)CC23CC4CC(CC(C4)C2)C3)CC1	-1.5	·	·	1.2	1.0	2.1	3.8	·	·
Cc1cc(C)nc(NC(=O)NS(=O)(=O)Nc2ccc(Br)cn2)n1	·	-2.2	92.1	1	3.0	2.5	·	1.1	-4.0
Cc1nn(C)c(C)c1/C=N/NC(=O)C(C)(C)Oc1ccc(Cl)cc1	-3.0	·	·	1.1	1.0	0.4	6.1	·	·
Cc1ccc(C2(C(F)(F)F)NC(=O)N3CCN=C3S2)cc1 (stereo unspecified)	-1.8	-7.5	128.7	1.1	8.0	-2.4	18.9	1	-6.5
CCOC(=O)C1=C(c2ccccc2)NC(SCC(=O)Nc2ccc(C)cc2)=C(C#N)C1c1ccco1 (stereo unspecified)	14.5	-20.5	132.1	1.1	-13.0	-0.1	18.0	1.1	-6.2[fluorescence artefact?]
COc1cccc(NC(=O)CNS(=O)(=O)c2ccc3nc(C)sc3c2)c1	-1.1	5.7	94.1	1	8.0	3.3	-5.9	1.2	-1.0
COc1ccnc(Oc2ccc(F)cc2)c1C(=O)N/C=N/OCc1ccc(F)cc1Cl	1.8	·	·	0.9	8.0	0.8	-12.5	·	·
COc1ccc(OC)c(NC(=O)CN2C(=O)C3(OCCCO3)c3ccccc32)c1	-4.7	1.1	119.3	0.9	-10.0	·	-13.3	1.1	-11.0
CC1=C(C)C(=O)C(CCCCC#CCCCC#CCO)=C(C)C1=O	·	15.2	86.9[fluorescence artefact?]	·	·	·	·	1.2	19.1
COc1cc(OC)c(-c2nn3c(C4CCCCC4)nnc3s2)cc1OC	·	-1.3	87.7	1.5	8.0	-1.8	·	0.9	-0.8
Cc1ccc2oc(-c3cccc(NC(=O)C4CCCO4)c3)nc2c1 (stereo unspecified)	4.1	28.0	111.2[fluorescence artefact?]	1.2	23.0	-2.7	-28.2	1.4	13.9
O=c1nc(-c2ccccc2)cc(-c2ccccc2)[nH]1	-1.6	15.9	104.2	1.2	2.0	·	-9.1	1.1	4.8[fluorescence artefact?]
CCC(OC(=O)c1nsc(Cl)c1Cl)C(=O)NCc1ccco1 (stereo unspecified)	2.1	-1.3	105.7	1.3	1.0	7.1	5.3	1.1	-10.1
Nc1n[nH]c(S(=O)(=O)CCCc2ccccc2)n1	3.8	7.4	60.1	0.9	9.0	0.7	-6.7	1.1	3.1

2 entries from above, as comma-separated lines:
Compound,Mac1 fbg enh,ERa SRC1 inh,ERa SRC1 pot,PLAP act,Ecoli WT expand,FAK inh,CD11b adhes inh,MT1-MMP txn act,ERb coact inh
COC(=O)[C@@H](N)CS,·,-5.4,110.4,·,·,·,·,1.1,0.7
CCc1ccc2c(c1)cc(CN(C(=S)Nc1ccc(Cl)cc1)C1CC1)c1nnnn12,4.2,·,·,1.1,-7.0,-0.6,-6.1,·,·

More records:
SMILES	Mac1 fbg enh	ERa SRC1 inh	ERa SRC1 pot	PLAP act	Ecoli WT expand	FAK inh	CD11b adhes inh	MT1-MMP txn act	ERb coact inh
CC(C)(C)C(=O)Nc1nnc(CSCc2ccccc2F)s1	-2.5	0.4	99.4	1	4.0	1.7	-11.9	1.3	-7.0
COc1ccc(OC)c(N2C(=O)C(Cl)=C(N3CCCCC3)C2=O)c1	-5.0	-3.0	98.3	1.3	2.0	-3.3	-4.7	1.1	-6.1[fluorescence artefact?]
COc1ccc(Nc2ncc3c(n2)CC(c2ccccc2)CC3=O)cc1 (stereo unspecified)	-0.4	28.9	99.5	0.8	-12.0	·	-9.4	1.2	4.8
O=C(Nc1cnn(Cc2ccccc2)c1)c1cc2nc(-c3ccco3)cc(C(F)(F)F)n2n1	1.5	33.1[fluorescence artefact?]	43.0[fluorescence artefact?]	1.2	-6.0	·	-7.3	1	30.6[fluorescence artefact?]
Cc1cc(SCC(=O)NC(=O)NCc2ccco2)nc2c(C)cccc12	7.2	65.4*	59.8[fluorescence artefact?]	1.1	-1.0	·	-6.4	1.1	50.0[fluorescence artefact?]
COc1cccc(C(c2sc3ncnn3c2O)N2CCN(C(=O)c3ccco3)CC2)c1 (stereo unspecified)	·	4.0	104.7	·	6.0	-2.3	·	1.1	10.6[fluorescence artefact?]
COc1ccc(CNC(=O)C2CCCN(S(=O)(=O)c3cc(C)ccc3OC)C2)cc1 (stereo unspecified)	2.9	1.6	115.1	0.9	1.0	2.4	-7.8	1	-1.3
CCCCN(Cc1ccccc1)S(=O)(=O)c1ccc2[nH]c(=O)oc2c1	-0.7	-2.2	88.6	1.1	3.0	-4.2	15.0	1	-7.6
COc1cc(NC(=O)c2ccc(Br)o2)ccc1NC(=O)c1ccccc1Cl	1.0	-22.1[fluorescence artefact?]	105.6[fluorescence artefact?]	1.4	-18.0	0.1	6.2	1	-7.8
N/C(=N\OC(=O)Cc1ccc(-c2ccccc2)cc1)c1ccccn1	·	-1.5[fluorescence artefact?]	102.2	·	·	-1.8	·	1.3	-5.9
COc1cc(/C=N/N=C(/N)c2nonc2N)cc(Br)c1OCc1ccccc1C	2.3	12.5	94.1	0.7	-3.0	2.5	-11.5	1.1	4.2
Cc1ccc(C)n1-n1cnc2scc(-c3cccs3)c2c1=O	1.5	-0.1	98.5	1.1	-5.0	·	-2.3	1.2	-4.0
Cc1cc(C)c2nc3c(c(C(=O)O)c2c1)CCC3	-5.5	3.5	87.9	1	-3.0	·	-1.3	1	24.1[fluorescence artefact?]
O=C(c1cccc(S(=O)(=O)N2CCOCC2)c1)N1CCOCC1	-1.1	8.8[fluorescence artefact?]	100.8	1	4.0	2.9	-4.8	1.1	6.1[fluorescence artefact?]
O=C(Nc1ccccc1N1CCN(c2ccc(F)cc2)CC1)c1ccccc1	5.7	2.2	89.0	1.1	2.0	1.6	19.4	1	-6.4
COc1ccc2[nH]c(=O)c(CNc3ccccc3)cc2c1	-4.1	1.1	85.3[fluorescence artefact?]	1.3	-7.0	15.2	9.5	1.6	7.0[fluorescence artefact?]
